# High-throughput results deposited in PubChem BioAssay by National Center for Advancing Translational Sciences (NCATS).
# TRPV1 agonist – activates the human vanilloid receptor TRPV1; 320,000 tested, 0.19% active; Q8NER1; TRPV1-expressing cells, Fluo-8 calcium influx, agonist mode; AID 540275; activation, % at 8.33 µM; in the data active = activation above about 80%; inconclusive = between about 30% and that limit; also: 0% is about no effect
#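 Cells expressing TRPV1 were dye-loaded with Fluo-8 and read kinetically: 10 s baseline, 3 min after compound (agonist portion), then 2 min after EC20 capsaicin (allosteric enhancer portion). Calcium-bound dye fluorescence at 480/520 nm.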
# Tb PFK inh – T. brucei PFK enzyme inhibition; O15648; T. brucei PFK, ADP-Glo luminescence; Potency, µM (titrated, usually from 57.5 µM), for the others: top-dose activity, negative = inhibition, usual class: inhibitors; 330,000 tested, 0.17% active; AID 485367;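 also: potency is read from the fitted curve at half-maximal effect; 0% = uninhibited 1x PFK enzyme wells and -100% = no-enzyme wells; nearly all actives have a fitted effect of over 60% in size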
# Target sequence (O15648 whole entry, looked up): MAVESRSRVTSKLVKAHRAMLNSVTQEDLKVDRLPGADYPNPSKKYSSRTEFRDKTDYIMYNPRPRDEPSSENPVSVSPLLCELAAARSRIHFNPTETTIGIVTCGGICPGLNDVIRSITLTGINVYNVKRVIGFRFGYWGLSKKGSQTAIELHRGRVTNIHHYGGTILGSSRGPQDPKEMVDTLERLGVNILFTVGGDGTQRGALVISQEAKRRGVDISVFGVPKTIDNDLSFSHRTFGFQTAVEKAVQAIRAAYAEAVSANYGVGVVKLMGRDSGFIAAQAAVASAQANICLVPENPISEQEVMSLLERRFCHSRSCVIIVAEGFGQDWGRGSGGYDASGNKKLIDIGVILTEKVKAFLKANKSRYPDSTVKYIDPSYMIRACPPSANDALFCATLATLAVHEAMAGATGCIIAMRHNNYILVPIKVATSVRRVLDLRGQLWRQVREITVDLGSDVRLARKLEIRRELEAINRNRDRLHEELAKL
#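 Luminescent ADP detection (ADP-Glo, two-step: ATP depletion then ADP-to-ATP conversion for luciferase) reported PFK activity after 45 min room-temperature reaction of 1.25 nM enzyme with 0.5 mM F6P and 0.1 mM ATP at pH 8.0.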
# BRCA1 expr up – activators of BRCA1 expression; AID 624202; 380,000 tested, 1.1% active; MCF7-BRCA1-FFLuc reporter, luminescence, 48 h; response scale: scaled: vehicle 0%, 10 µM genistein 100%; Potency, µM (series often up to 46.1 µM), for the others: at the highest dose activation, usual class: activators; also: potency is read from the fitted curve at half-maximal effect; nearly all actives have a fitted effect of over 80% in size; some results filed as inactive show a strong effect at the top dose
#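 MCF7-BRCA1-FFLuc, 2000 cells/well; 2 h attach, 37 °C/5% CO2; compound 48 h; luciferase substrate 15 min; luminescence end-point. Norm. to genistein 10 microM max activation and DMSO; concentration-response curves fitted.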
# ELG1 genotoxic – induces genotoxicity in HEK293T cells with luciferase-tagged ELG1; HEK293T ELG1-luciferase reporter, luminescence, 16 h; 330,000 tested, 1.3% active; Potency, µM (highest dose often 46 µM), without a hit: at the top dose activity change, positive = activation, actives largely listed as activators; also: potency is read from the fitted curve at half-maximal effect; % of control where 0% means no effect; nearly all actives have a fitted effect of over 60% in size
#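 Screening used a luciferase reporter fused to human ELG1 in HEK293T cells. Luminescence was read on a CCD plate imager after 16 hr exposure and 30 min ONE-Glo incubation.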
# VP16 counter – inhibits Gal4-VP16 luciferase reporter, ROR gamma counter-screen; Drosophila S2 Gal4-VP16 UAS-luciferase, luminescence, 20 h; Potency, µM (series often up to 53.6 µM), for inactives: at the highest dose activity, negative = inhibition, usual class: inhibitors; 310,000 tested, 3.5% active;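 also: Gal4-VP16 expression switched on by copper sulfate through the metallothionein promoter; potency is read from the fitted curve at half-maximal effect; % is scaled to controls: 0 for no effect and ±100 for the full control effect; nearly all actives have a fitted effect of over 50% in size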
# ELG1 DNA repair – inhibitors of ELG1-dependent DNA repair in HEK293T cells | HEK293T ELG1-luciferase reporter, luminescence, 16 h; DNA damage induced by 5-fluorouridine | Potency, µM (titrated, usually from 46.1 µM), for inactives: at the top dose activity change, negative = inhibition, usual class: inhibitors | 330,000 tested, 2.3% active | AID 504467; also: potency is read from the fitted curve at half-maximal effect; % is scaled to controls: 0 for no effect and ±100 for the full control effect; nearly all actives have a fitted effect of over 55% in size
#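 Overnight (16 hr) co-exposure of 2,000 cells/well to 5-fluorouridine and compound at 37 °C preceded detection. Luciferase was quantified via ONE-Glo luminescence; loss of signal denotes inhibition.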
# FLuc modulator – counter-screen for miR-21 project: firefly luciferase inhibitors or activators; purified FLuc, Km substrates, luminescence inhibition; 360,000 tested, 6.9% active; Potency, µM (doses to about 57.5 µM), inactives show at the top dose activity change, negative = inhibition, hits mostly inhibitors; P08659; AID 588342;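 also: potency is read from the fitted curve at half-maximal effect; plate controls were vehicle for no effect and reference inhibitor for full effect; nearly all actives have a fitted effect of over 55% in size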
# Target sequence (P08659 whole entry, looked up): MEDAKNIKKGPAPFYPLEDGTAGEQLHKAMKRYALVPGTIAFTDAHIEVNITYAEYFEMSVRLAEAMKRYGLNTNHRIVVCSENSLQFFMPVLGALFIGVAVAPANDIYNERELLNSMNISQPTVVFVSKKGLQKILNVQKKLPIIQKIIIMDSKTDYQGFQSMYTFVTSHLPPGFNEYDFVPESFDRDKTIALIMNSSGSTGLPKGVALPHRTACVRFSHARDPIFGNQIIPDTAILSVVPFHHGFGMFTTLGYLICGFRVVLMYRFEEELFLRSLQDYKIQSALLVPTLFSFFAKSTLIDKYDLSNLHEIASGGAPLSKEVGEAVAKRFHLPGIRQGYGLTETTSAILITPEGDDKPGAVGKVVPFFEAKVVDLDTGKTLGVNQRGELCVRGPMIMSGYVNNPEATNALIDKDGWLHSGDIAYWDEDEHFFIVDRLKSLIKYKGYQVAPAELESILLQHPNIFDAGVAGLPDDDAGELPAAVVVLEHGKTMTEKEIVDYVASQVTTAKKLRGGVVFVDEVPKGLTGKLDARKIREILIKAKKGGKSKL
#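 Biochemical qHTS of compounds, final roughly 60 µM downward over six points, against 10 nM purified firefly luciferase using Km concentrations of substrates (10 uM D-luciferin, 10 uM ATP) in Tris acetate pH 7.5 buffer; luminescence output.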
# RORgamma inh – ROR gamma (mouse) transcription inhibition; 310,000 tested, 5.4% active; Potency, µM (titrated, usually from 53.6 µM), without a hit: at the top dose activity change, negative = inhibition, actives largely listed as inhibitors; P51450; Drosophila S2 Gal4-RORgamma UAS-luciferase reporter, 20 h; also: potency is read from the fitted curve at half-maximal effect; % is scaled to controls: 0 for no effect and ±100 for the full control effect; nearly all actives have a fitted effect of over 60% in size
#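 A Gal4/UAS one-hybrid system in insect cells: metallothionein-promoter Gal4–ROR gamma fusion plus Photinus luciferase reporter. Copper sulfate 700 uM final, 20 hr ambient incubation, luminescent detection after 10 min with reagent.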
# p53 reactivator – restores transcriptional activity of mutant p53 | 320,000 tested, 0.063% active | Potency, µM (highest dose often 92.2 µM), without a hit: at the highest dose activity change, positive = activation, most hits filed as activators | H1299 p53-A138V BP100-luciferase reporter, luminescence, 24 h | AID 504706; also: potency is read from the fitted curve at half-maximal effect; % of control where 0% means no effect; nearly all actives have a fitted effect of over 45% in size
#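 p53-null H1299 cells stably carrying temperature-sensitive p53-A138V and a BP100-luciferase reporter were pinned with compounds (4-point, 1:5 series) and held 24 hrs at 37 deg C. Luminescence was read 10 min after detection reagent.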
# NPC1 prom act – NPC1 promoter activation | Huh7 NPC1 promoter luciferase reporter, 24 h | Potency, µM (series often up to 9.22 µM), for inactives: top-dose activation, usual class: activators | 320,000 tested, 2.4% active;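 also: potency is read from the fitted curve at half-maximal effect; % of control where 0% means no effect; nearly all actives have a fitted effect of over 60% in size; reporter is driven by a mutant NPC1 promoter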
#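 In 1536-well qHTS, Huh7 cells harboring an NPC1 promoter–luciferase construct received compound for 24 h; activation was quantified by luminescence following luciferase reagent addition.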
# Rab9 prom act – Rab9 promoter activation | 320,000 tested, 2.8% active | Huh7 Rab9 promoter-luciferase reporter, luminescence, 24 h | Potency, µM (top dose mostly 9.22 µM), inactives show at the highest dose activation, negative = inhibition, usual class: activators | AID 485297; also: potency is read from the fitted curve at half-maximal effect; % of control where 0% means no effect; nearly all actives have a fitted effect of over 60% in size
#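 Rab9 promoter-driven luciferase in stably transfected Huh7 cells; 1500 cells/well rested 2 h, exposed to compound in DMSO for 24 h at 37 °C, 5% CO2. Luminescence read 10 min after adding luciferase reagent at ambient temperature.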
# * = called active by the depositor; ? = inconclusive; . = no result given; & = joins results of further samples; [ ] = dose if it differs, or a comment. Unless noted, calls follow the shape of the dose curve; as a rule, active = well fitted curve in the direction sought with a large enough effect; inconclusive = small, poorly fitted or top-dose-only effect, or another doubt; inactive = no such curve, though single readings can be large; an effect the other way counts as inactive or inconclusive.
SMILES,TRPV1 agonist,Tb PFK inh,BRCA1 expr up,ELG1 genotoxic,VP16 counter,ELG1 DNA repair,FLuc modulator,RORgamma inh,p53 reactivator,NPC1 prom act,Rab9 prom act
CCCC1(c2ccccc2)NC(=O)N(CC(=O)Nc2cc(C)ccc2OC)C1=O (configuration not stated),3,4%,2%,5%,-6%,12%,-1%,-10%,-2%,-2%,3%
C=CCNC(=O)c1ccc(-c2nc(-c3ccc(Cl)c(Cl)c3)cs2)cc1,0,0%,2%[1.84 µM],2%,-22%,0%,1%,35%,-3%,-4%,1%
Cc1cc(C(=O)OCC(=O)NC(C)(C)C)c2ccccc2n1,5,2%,1%,-5%,-19%,4%,0%,-8%,-1%,-2%,11%
Cc1cc(S(=O)(=O)N2CCOCC2)c(C)s1,2,-4%,-5%,2%,-1%,-10%,-1%,-9%,-7%,-1%,1%
O=C(NCc1ccc2c(c1)OCO2)C1CCC(CNc2c(N3CCCC3)c(=O)c2=O)CC1 (configuration not stated),-2,-10%,1%,-7%,-3%,3%,7%,1%,-1%,-5%,-4%
Cc1ccc(S(=O)(=O)CCc2nnc(NC(=O)c3ccccn3)s2)cc1,2,5%,0%,3%,7.1µM*,-26%,0%,?,?,0%,23%
Cc1ccc(OCCOC(=O)c2cccc(S(=O)(=O)N3CC(C)OC(C)C3)c2)cc1 (configuration not stated),11,-6%,-9%,-2%,.,?,5%,.,-10%,0%,-8%
CCOC(=O)c1cn(Cc2ccc(Cl)cc2Cl)c2cc(C)nn2c1=O,4,4%,-3%,0%,22%,?,0%,35%,0%,2%,-4%
CC(C)c1ccc(C2c3[nH]c4ccccc4c3C[C@H]3C(=O)N(c4ccccc4C(=O)N4CCC(C(=O)O)CC4)C(=O)N23)cc1 (some centres not stated),-2,1%,3%,0%,-11%,?,1%,33%,.,-3%,-6%
COc1cccc(OC)c1C(=O)NC(=S)NCc1ccccc1,3,1%,10%,2%,?,0%,0%,10µM*,-2%,-7%,-9%
COC(=O)C1C(=O)C2=C(CC1C)NC(=O)CC2c1ccc(F)cc1 (configuration not stated),2,1%,-27%,3%,-1%,-3%,-1%,?,6%,-5%,0%
c1csc(CSc2nc3ccccc3s2)c1,13,2%,7.9µM*,15µM*,-5%,?,4.8µM*,?,?,?,3.5µM*
O=C(Nc1ccc(O)cc1)/C(=C\C=C\c1ccccc1)NC(=O)c1ccccc1,?,0%,26%,-9%,6%,?,9.5µM*,20%,3%,-3%,2%
CCOc1ncccc1C(=O)OCC(=O)N1CCC(C)CC1,.,16%,39%,8%,.,?,.,.,23%,.,.
CN(CC(=O)Nc1c(Cl)cccc1Cl)C(=O)c1cccc(S(=O)(=O)NCc2ccccc2)c1,2,1%,-30%,-1%,.,22%,-1%,.,-7%,-1%,-4%
Clc1cc(NCc2ccccc2)ncn1,0,-5%,-3%,-1%,.,?,5%,.,3%,-1%,-4%
COc1ccccc1N1C(=O)N(CC(=O)C(C)(C)C)c2ccccc2S1(=O)=O,16,-3%,8%&3%,0%,6%,28%,1%&-3%,4%,0%,1%,-1%
CC1CCCN(CCOCCOc2ccc(Cl)cc2Br)C1 (configuration not stated),8,2%,-85%[inhibitor],-4%,-8%,-2%,1%,19%,-10%,0%,-10%
Cc1ccc(OCCCCn2cnc3ccccc32)cc1,1,1%,64%,20%,-15%,?,?,-1%,5%,0%,0%
COc1ccc(OC)c(NC(=O)CN(c2ccc(C(C)C)cc2)S(=O)(=O)c2c(C)noc2C)c1,.,2%,-77%,-11%,-2%,8.2µM*,-2%,1%,11%,-4%,2%
COc1cccc(Nc2cc(C)nc3ccccc23)c1,18,1%,-36%,-8%,-1%,?,-10%,-18%,-12%,-2%,-2%
Cc1ccc(S(=O)(=O)NCc2cccnc2)cc1C(=O)N1CCCC1,1,0%,0%,2%,1%,10%,-1%,3%,-4%,0%,-5%
N#Cc1cccnc1Nc1cccc(Cl)c1,6,-2%,-55%,0%,-5%,?,-3%,44%,8%,12%,2%
COc1ccc(CCNC(=O)CSc2ccc(NC(C)=O)cc2)cc1OC,1,0%,2%,-1%,3%,8%,-2%,-1%,3%,-3%,0%
COc1ccc(N2CCN(C(=O)CSc3ncnc4c3cnn4-c3ccc(OC)cc3)CC2)cc1,2,-1%,10%,-4%,-8%,-9%,3%,32%,0%,4%,-4%

# Brought forward from above: three entries, followed by the next part.
SMILES,TRPV1 agonist,Tb PFK inh,BRCA1 expr up,ELG1 genotoxic,VP16 counter,ELG1 DNA repair,FLuc modulator,RORgamma inh,p53 reactivator,NPC1 prom act,Rab9 prom act
N#Cc1cccnc1Nc1cccc(Cl)c1,6,-2%,-55%,0%,-5%,?,-3%,44%,8%,12%,2%
COc1ccc(CCNC(=O)CSc2ccc(NC(C)=O)cc2)cc1OC,1,0%,2%,-1%,3%,8%,-2%,-1%,3%,-3%,0%
COc1ccc(N2CCN(C(=O)CSc3ncnc4c3cnn4-c3ccc(OC)cc3)CC2)cc1,2,-1%,10%,-4%,-8%,-9%,3%,32%,0%,4%,-4%
COc1ccc(-n2c(SCC(=O)Nc3ccc([N+](=O)[O-])cc3OC)nc3ccccc32)cc1,0,-3%,-3%,3%,-7%,-10%,5%,1%,-7%,-9%,-14%
COc1ccc2[nH]c3c(c2c1)CCN1C(=O)C(CC(=O)NCCc2ccccn2)C[C@H](C(=O)N2CCCCC2)[C@@]31CCc1ccccc1 (some centres not stated),.,-1%,-32%,0%,.,-10%,.,.,0%,.,.
COC(=O)c1cccc(C(=O)N2CCCC(Nc3ccc(C)c(C)c3)C2)c1 (configuration not stated),?,0%,-22%,-3%,3%,-5%,2%,8%,9%,1%,1%
COc1ccc(-c2[nH]ncc2CN2CCN(Cc3cccs3)CC2)cc1F,0,-9%,-25%,-11%,3%,21µM*,-2%,21%,-2%,?,0%
COc1ccc(CC(=O)Nc2cccc(C(=O)O)c2C)cc1,2,-10%,63%,13%,-22%,?,?,-24%,7%,26%,17%
COc1nc(NCCO)nc(Nc2ccccc2F)n1,-3,2%,69%,?,8%[10 µM],?,-20%,19%,18%,?,?
CCN1CCN(c2nc3sc4c(c3c3ncnn23)CC(C)CC4)CC1 (configuration not stated),-4,2%,10%,-2%,-4%,?,?,?,6%,9%,8%
COc1ccc(CN(C)CC2CCCN(CCc3ccc(F)cc3)C2)c(OC)c1OC (configuration not stated),-1,1%,-14%,-3%,-6%,-10%,5%,-3%,.,-2%,-3%
CCOc1ccccc1Oc1c(C)oc2c(CN3CCN(CCO)CC3)c(O)ccc2c1=O,10,-2%,-8%,-1%,-5%,1%,5%,-6%,13%,-2%,2%
CN1CCN(CCCNC(=O)c2ccc3c(c2)N(Cc2ccccc2)CCS3)CC1,3,1%,-16%,-6%,2%,2%,2%,-18%,?,-4%,-3%
COc1ccc(-c2[nH]ncc2C=O)cc1OC,-10,-7%,-6%,3%,-9%,13%,2%,1%,-3%,-3%,-1%
COc1ccccc1NC(=O)CCSc1ccc(C)cc1,16,3%,28%,4%,-3%[10 µM],-6%,?,17%,-2%,-1%,0%
CCOc1ccc2nc(SCC(=O)Nc3ncccn3)[nH]c2c1,2,3%,-19%,2%,7%,10%,?,21%,-1%,0%,-5%
[O-][n+]1c2ccccc2[n+]([O-])c2cc(O)ccc21,-1,-6%,-28%,-7%,-2%,-18%,?,-18%,-2%,-4%,1%
NNc1cc(C(=O)O)ccc1Cl,1,6%,-3%,0%,-4%,4%,1%,-21%,4%,3%,-1%
CCN(C(=O)COC(=O)c1cccc(NS(=O)(=O)c2ccc(F)c(F)c2)c1)C1CCS(=O)(=O)C1 (configuration not stated),-1,0%,.,1%,-8%,2%,3%,14%,-1%,-8%,-1%
CC1(C)Oc2ccc3ccc(=O)oc3c2C(/C=N/O)C1=O (configuration not stated),0,1%,-1%,0%,11%,-10%,6%,-21%,-1%,-1%,-4%
Cc1nnc(C)n1/N=C/c1ccccn1,0,-8%,6%,4%,2%,10%,-1%,-20%,-3%,3%,-1%
O=C(NC(CO)(CO)CO)c1coc(=O)c(Br)c1,3,-25%,0%,-3%,-27%,?,-2%,10%,-36%[inhibitor],0%,0%
NC(=O)c1sc2nc(N3CCCCC3)c3c(c2c1N)CCCC3,5,-4%,3%,2%,-6%,?,0%,-1%,9%,8%,6%
O=C(O)C1CCCCC1C(=O)NCCCN1CCCC1=O (configuration not stated),-3,0%,-1%,2%,3%,-2%,0%,-4%,-6%,-1%,2%
